bIAP inh: blocks bovine intestinal alkaline phosphatase activity; purified bovine IAP, CDP-star luminescence, 30 min; 190,000 tested, under 10 active; inhibition, % at 20 µM;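 active = over 50% inhibition of intestinal alkaline phosphatase at 20 µM in the single-dose screen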
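System: Purified bovine intestinal alkaline phosphatase (IAP) enzyme | Input: IAP diluted 1/65,000,000 in the well | Also added: CDP-star chemiluminescent phosphatase substrate, 30 µM final | Dosing: 20 µM single dose | Times: Enzyme reaction for 30 min at room temperature | Detection: Luminescence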
L major viab: inhibitors of Leishmania major promastigote growth; Leishmania major promastigotes, resazurin fluorescence viability; inhibition, % at 10 µM; hit rate 9% among 200,000; AID 1063; in the data active = inhibition above about 50%;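 also: promastigotes grown with compound for 44 hours at 28 °C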
APP transl inh: APP translation inhibition; inhibition, % at 2 µM; hit rate 0.82% among 190,000; SH-SY5Y APP 5'UTR-luciferase reporter, luminescence;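 active = inhibition above a set limit, derived from the sample mean plus 3 SD, cut at about 45% in these data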; also: values of inactives mirror those of a sister screen read the other way
FLuc act counter: firefly luciferase counter-screen for stimulation assays. P08659. ATPlite luciferase biochemical, luminescence, 10 min; 0 = ATP-free wells, 1 = DMSO control. activation factor at 10 µM. 200,000 tested, under 10 active. AID 1027;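 active = luciferase activation factor, scaled between plate controls, of at least 2 with compound at 10 µM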
Target sequence (P08659 whole entry, looked up): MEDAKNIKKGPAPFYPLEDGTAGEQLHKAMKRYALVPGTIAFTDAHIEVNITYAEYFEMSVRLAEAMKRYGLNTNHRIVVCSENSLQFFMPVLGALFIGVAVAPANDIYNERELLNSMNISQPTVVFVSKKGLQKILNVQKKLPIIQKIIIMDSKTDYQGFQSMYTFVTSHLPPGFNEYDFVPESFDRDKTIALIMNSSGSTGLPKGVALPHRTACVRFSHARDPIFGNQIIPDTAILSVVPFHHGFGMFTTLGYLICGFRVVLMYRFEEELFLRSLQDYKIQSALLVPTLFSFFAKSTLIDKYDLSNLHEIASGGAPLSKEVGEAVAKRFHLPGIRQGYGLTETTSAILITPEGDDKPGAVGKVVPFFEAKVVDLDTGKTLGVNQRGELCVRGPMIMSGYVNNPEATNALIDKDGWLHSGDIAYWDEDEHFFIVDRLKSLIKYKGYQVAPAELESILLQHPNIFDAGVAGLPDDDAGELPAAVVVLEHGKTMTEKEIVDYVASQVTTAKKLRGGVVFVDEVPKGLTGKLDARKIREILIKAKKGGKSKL
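Assay system: Luciferase/luciferin reagent mix; Medium: PBS as buffer for the ATP substrate; Dosing: test compounds dosed from 2 mM stocks in 100% DMSO; Times: 10 min, room temperature; Signal: luminescence from luciferase reaction; Read-out: luciferase activation; Controls: No-ATP low control, compound-free enzyme-plus-ATP high control.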
TNAP inh no acc: inhibitors of human TNAP without phosphate acceptor; hit rate 0.26% among 200,000; P05186; purified TNAP, CDP-star luminescence, 30 min; AID 1012; inhibition, % at 20 µM;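 active = tissue-nonspecific alkaline phosphatase inhibition above about 50% at 20 µM in the single-dose screen, limit read from the data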;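 also: 0% = DMSO negative control and 100% = EDTA positive control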
RAM network inh: blocks the yeast RAM network | hit rate 1.8% among 190,000 | inhibition, % at 50 µM | S. cerevisiae dse1pr::URA3 reporter, 5-FOA growth OD615, 2 d; analog-sensitive cbk1-as2 kinase mutant strain;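 active = inhibition above a set limit, 3 SD over mean compound inhibition, cut at about 8.4% in these data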;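 also: 0% = DMSO-only wells with no growth and 100% = 10 µM 1-NA-PP1 full growth; inhibition rescues growth on 5-FOA so higher OD means more RAM inhibition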
bIAP act: increases bovine intestinal alkaline phosphatase activity. purified bovine IAP, CDP-star luminescence, 30 min; active compounds read high; fold of DMSO-control signal, blank-subtracted. activation factor at 20 µM. hit rate 0.17% among 200,000. AID 1016;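 active = activation factor of 2 or more at 20 µM, a signal rise over negative controls twice the positive control's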
TNAP act hi DEA: TNAP (human) activation, high acceptor. 200,000 tested, under 10 active. purified TNAP, CDP-star luminescence, 1 M DEA, 30 min; active compounds read high; 0 = EDTA background, 1 = DMSO-only activity. P05186. activation factor at 20 µM;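 active = activation factor at least 2 at 20 µM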
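Dosing: 20 µM single point. System: human TNAP. Amount: TNAP 1/800 final. Incubation: 30 min, room temperature. Read-out: TNAP activation factor scaled between EDTA and DMSO control wells. Signal: luminescence from CDP-star hydrolysis. Medium: 1 M DEA, pH 9.8, Mg2+, Zn2+. Control set: EDTA negative control, DMSO positive control.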
TNAP inh hiacc: blocks human TNAP under high phosphate acceptor concentration. P05186. purified TNAP, CDP-star luminescence, 1 M DEA. inhibition, % at 20 µM. hit rate 0.03% among 200,000. AID 1135;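 active = over 50% inhibition of tissue-nonspecific alkaline phosphatase at 20 µM in the single-dose screen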;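 also: plate controls were DMSO wells for no effect and EDTA-quenched wells as full inhibition for full effect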
FLuc inhib CS: inhibits firefly luciferase, flagging false hits in luciferase inhibition screens; ATPLite firefly luciferase biochemical luminescence, 10 min; inhibition, % at 10 µM; hit rate 1.5% among 200,000;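 active = inhibition above about 50% when tested at 10 µM, limit read from the data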
The depositor's hits bear a star.

CC(=O)Nc1c(O)[nH]c2ccccc12 was read as bIAP inh 6, L major viab -13, APP transl inh -1, FLuc act counter 1, TNAP inh no acc -6, RAM network inh 2.1, bIAP act 0.9, TNAP act hi DEA 1, TNAP inh hiacc -4 and FLuc inhib CS -3.
`CCc1nc(N2CCC3(CC2)OCCO3)c2nnn(Cc3ccccc3)c2n1` gave bIAP inh -4, L major viab -3, APP transl inh -8, FLuc act counter 1.1, TNAP inh no acc -10, RAM network inh 0.6, bIAP act 1, TNAP act hi DEA 1, TNAP inh hiacc -4 and FLuc inhib CS -7.
CC(=C/c1ccccc1)/C=N/n1c(-c2ccco2)n[nH]c1=S was read as bIAP inh 20, L major viab -11, APP transl inh -25, FLuc act counter 1, TNAP inh no acc 23, RAM network inh -1.9, bIAP act 0.8, TNAP act hi DEA 0.9, TNAP inh hiacc 9 and FLuc inhib CS -2.
COc1cc(S(=O)(=O)Nc2ccc(C)cc2)ccc1NC(=O)c1ccncc1 was read as bIAP inh 0, L major viab 23, APP transl inh -2, FLuc act counter 0.9, TNAP inh no acc -16, RAM network inh 0.6, bIAP act 1, TNAP act hi DEA 1, TNAP inh hiacc -2 and FLuc inhib CS 7.
For COc1ccccc1NS(=O)(=O)c1cccc(C(=O)N/N=C(\C)c2ccc3c(c2)OCCO3)c1 the results were bIAP inh 3, L major viab 99*, APP transl inh -6, FLuc act counter 1, TNAP inh no acc -8, RAM network inh -0.4, bIAP act 1, TNAP act hi DEA 1, TNAP inh hiacc -3 and FLuc inhib CS -4.
`O=C(Cc1ccc([N+](=O)[O-])cc1)N1CCCCCC1` gave bIAP inh 1, L major viab -7, APP transl inh 5, FLuc act counter 1, TNAP inh no acc -12, RAM network inh 0.8, bIAP act 1, TNAP act hi DEA 1, TNAP inh hiacc -3 and FLuc inhib CS -5.
For COc1ccc2c(-c3ccccc3)cc3nnnn3c2c1 the results were bIAP inh 19, L major viab 4, APP transl inh -6, FLuc act counter 1, TNAP inh no acc -15, RAM network inh 1.8, bIAP act 0.8, TNAP act hi DEA 1.1, TNAP inh hiacc -5 and FLuc inhib CS 0.
`CCOC(=O)C1=C(C)NC2=C(C(=O)C(C(=O)OCC)C(c3ccccc3OC)C2)C1c1ccccn1` (stereo not given) gave bIAP inh -14, L major viab -3, APP transl inh 7, FLuc act counter 1, TNAP inh no acc -4, RAM network inh -0.8, bIAP act 1.1, TNAP act hi DEA 1, TNAP inh hiacc 2 and FLuc inhib CS -5.
Screening CCOC(=O)c1ccc(NC(=O)CCOc2ccccc2)cc1 returned bIAP inh 24, L major viab 84*, APP transl inh 27, FLuc act counter 1, TNAP inh no acc -12, RAM network inh 2.5, bIAP act 0.8, TNAP act hi DEA 1, TNAP inh hiacc -2 and FLuc inhib CS -3.
`CCOc1cc(/C=N/Nc2nc(-c3cccc(S(=O)(=O)N4CCCC4)c3)cs2)ccc1O` gave bIAP inh -17, L major viab 93*, APP transl inh 18, FLuc act counter 1.1, TNAP inh no acc -6, RAM network inh 3.7, bIAP act 1.2, TNAP act hi DEA 1, TNAP inh hiacc 3 and FLuc inhib CS -6.
COc1ccc(NC(=O)CNc2ccc(C#N)cc2)cc1 was read as bIAP inh 4, L major viab 5, APP transl inh -22, FLuc act counter 1.1, TNAP inh no acc -24, RAM network inh 4.1, bIAP act 1, TNAP act hi DEA 1.1, TNAP inh hiacc -5 and FLuc inhib CS -8.
Screening Cc1ccc2nc3c(cc(C(=O)NCC4CCCO4)c(=N)n3CCCOC(C)C)c(=O)n2c1 (stereo not given) returned bIAP inh 6, L major viab 0, APP transl inh -3, FLuc act counter 1, TNAP inh no acc -6, RAM network inh 1.2, bIAP act 0.9, TNAP act hi DEA 1, TNAP inh hiacc 0 and FLuc inhib CS 1.
`CCOC(=O)c1sc2nc(Cc3ccc(Cl)cc3)[nH]c(=S)c2c1C` gave bIAP inh -2, L major viab 18, APP transl inh -23, FLuc act counter 1, TNAP inh no acc -22, RAM network inh 2.0, bIAP act 1, TNAP act hi DEA 1, TNAP inh hiacc -3 and FLuc inhib CS -4.
COC(=O)c1c(Cc2ccccc2Cl)c[nH]c1C was read as bIAP inh -1, L major viab 24, APP transl inh -12, FLuc act counter 1.1, TNAP inh no acc -11, RAM network inh 0.3, bIAP act 1, TNAP act hi DEA 1, TNAP inh hiacc -1 and FLuc inhib CS -7.
CC1=C(C#N)C(=O)OC(C)(C)C1 was read as bIAP inh 11, L major viab -2, APP transl inh 6, FLuc act counter 1, TNAP inh no acc -5, RAM network inh -0.1, bIAP act 0.9, TNAP act hi DEA 1, TNAP inh hiacc 3 and FLuc inhib CS -1.
`Cc1nc2c(-c3ccccc3)c(C)[nH]n2c(=O)c1Cc1ccccc1` gave bIAP inh 0, L major viab 36, APP transl inh 12, FLuc act counter 1, TNAP inh no acc -14, RAM network inh 0.6, bIAP act 1, TNAP act hi DEA 1, TNAP inh hiacc -2 and FLuc inhib CS -5.
CCSC1=NCCN1C(=O)Cc1ccc(-c2ccccc2)cc1 was read as bIAP inh -5, L major viab 4, APP transl inh -5, FLuc act counter 1, TNAP inh no acc -5, RAM network inh 1.5, bIAP act 1, TNAP act hi DEA 1, TNAP inh hiacc -2 and FLuc inhib CS 1.
CC(C)CNC(=S)NNC(=O)c1csc2c1CCCC2 was read as bIAP inh -8, L major viab -4, APP transl inh -21, FLuc act counter 1, TNAP inh no acc 1, RAM network inh 3.2, bIAP act 1.1, TNAP act hi DEA 1, TNAP inh hiacc 2 and FLuc inhib CS -1.
`Cc1nn(-c2ccccc2)c2c1C(c1cccnc1)N1C=C(S(=O)(=O)N3CCCCC3)C=CC1=N2` (stereo not given) gave bIAP inh 22, L major viab 39, APP transl inh -1, FLuc act counter 1.1, TNAP inh no acc 0, RAM network inh 0.5, bIAP act 0.8, TNAP act hi DEA 1, TNAP inh hiacc -2 and FLuc inhib CS -11.
Cc1ccc(N(C(=O)C(F)(F)F)C(C(=O)NC2CCCCC2)c2cccs2)cc1C (stereo not given) was read as bIAP inh 8, L major viab -4, APP transl inh -8, FLuc act counter 1.1, TNAP inh no acc 4, RAM network inh 3.9, bIAP act 0.9, TNAP act hi DEA 1, TNAP inh hiacc -3 and FLuc inhib CS -8.
`O=C(O/N=C1\CCCc2ccccc21)C1CC1` gave bIAP inh -8, L major viab -1, APP transl inh -23, FLuc act counter 0.9, TNAP inh no acc -9, RAM network inh 1.4, bIAP act 1.1, TNAP act hi DEA 1, TNAP inh hiacc -3 and FLuc inhib CS 11.
`CCCCOc1ccc(/C=C/C(=O)OCC(=O)N2CC(=O)Nc3ccccc32)cc1OCC` gave bIAP inh 12, L major viab 7, APP transl inh 7, FLuc act counter 1, TNAP inh no acc -8, RAM network inh 2.8, bIAP act 0.9, TNAP act hi DEA 1, TNAP inh hiacc -4 and FLuc inhib CS 1.
Screening COCc1cc(C)nc(OC)c1C(N)=O returned bIAP inh -13, L major viab -3, APP transl inh -24, FLuc act counter 1, TNAP inh no acc -9, RAM network inh 3.4, bIAP act 1.1, TNAP act hi DEA 1, TNAP inh hiacc -1 and FLuc inhib CS -4.
For Cc1cc(NC(=O)CN2CCN(c3ccccc3O)CC2)no1 the results were bIAP inh -4, L major viab -4, APP transl inh -21, FLuc act counter 1, TNAP inh no acc -4, RAM network inh 0.9, bIAP act 1, TNAP act hi DEA 1, TNAP inh hiacc 0 and FLuc inhib CS -1.
O=C(COC(=O)C12CC3CC(CC(C3)C1)C2)Nc1ccc([N+](=O)[O-])cc1Br was read as bIAP inh -2, L major viab 6, APP transl inh 7, FLuc act counter 1, TNAP inh no acc -4, RAM network inh 2.8, bIAP act 1, TNAP act hi DEA 1, TNAP inh hiacc -2 and FLuc inhib CS 0.
Screening CCCCOCCCNC(=O)c1cccc(OC)c1 returned bIAP inh 2, L major viab -2, APP transl inh -14, FLuc act counter 1, TNAP inh no acc -13, RAM network inh 0.1, bIAP act 1, TNAP act hi DEA 1, TNAP inh hiacc -2 and FLuc inhib CS -3.

Compounds above that contain a thiophene ring, fused or not, in the order listed:
`CCOC(=O)c1sc2nc(Cc3ccc(Cl)cc3)[nH]c(=S)c2c1C` gave bIAP inh -2, L major viab 18, APP transl inh -23, FLuc act counter 1, TNAP inh no acc -22, RAM network inh 2.0, bIAP act 1, TNAP act hi DEA 1, TNAP inh hiacc -3 and FLuc inhib CS -4.
CC(C)CNC(=S)NNC(=O)c1csc2c1CCCC2 was read as bIAP inh -8, L major viab -4, APP transl inh -21, FLuc act counter 1, TNAP inh no acc 1, RAM network inh 3.2, bIAP act 1.1, TNAP act hi DEA 1, TNAP inh hiacc 2 and FLuc inhib CS -1.
Cc1ccc(N(C(=O)C(F)(F)F)C(C(=O)NC2CCCCC2)c2cccs2)cc1C (stereo not given) was read as bIAP inh 8, L major viab -4, APP transl inh -8, FLuc act counter 1.1, TNAP inh no acc 4, RAM network inh 3.9, bIAP act 0.9, TNAP act hi DEA 1, TNAP inh hiacc -3 and FLuc inhib CS -8.

Part of the list above in order of heavy-atom count, descending.
`Cc1nc2c(-c3ccccc3)c(C)[nH]n2c(=O)c1Cc1ccccc1` gave bIAP inh 0, L major viab 36, APP transl inh 12, FLuc act counter 1, TNAP inh no acc -14, RAM network inh 0.6, bIAP act 1, TNAP act hi DEA 1, TNAP inh hiacc -2 and FLuc inhib CS -5.
`CCOC(=O)c1sc2nc(Cc3ccc(Cl)cc3)[nH]c(=S)c2c1C` gave bIAP inh -2, L major viab 18, APP transl inh -23, FLuc act counter 1, TNAP inh no acc -22, RAM network inh 2.0, bIAP act 1, TNAP act hi DEA 1, TNAP inh hiacc -3 and FLuc inhib CS -4.
CC(C)CNC(=S)NNC(=O)c1csc2c1CCCC2 was read as bIAP inh -8, L major viab -4, APP transl inh -21, FLuc act counter 1, TNAP inh no acc 1, RAM network inh 3.2, bIAP act 1.1, TNAP act hi DEA 1, TNAP inh hiacc 2 and FLuc inhib CS -1.

Screens as filed in PubChem BioAssay.
